Source: PubChem (Sanford-Burnham Center for Chemical Genomics)
APJ antag: APJ receptor antagonism; inhibition, % at 20 µM; P35414; CHO-K1 APJ beta-arrestin complementation, luminescence; 330,000 tested, 0.32% active;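 active = inhibition above about 40% at 20 µM, limit read from the data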;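 also: cells challenged with 10 nM apelin-13 agonist together with compound; plate controls were apelin-13 plus DMSO wells for no effect and DMSO wells lacking apelin-13 for full effect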
Target sequence (P35414 whole entry, looked up): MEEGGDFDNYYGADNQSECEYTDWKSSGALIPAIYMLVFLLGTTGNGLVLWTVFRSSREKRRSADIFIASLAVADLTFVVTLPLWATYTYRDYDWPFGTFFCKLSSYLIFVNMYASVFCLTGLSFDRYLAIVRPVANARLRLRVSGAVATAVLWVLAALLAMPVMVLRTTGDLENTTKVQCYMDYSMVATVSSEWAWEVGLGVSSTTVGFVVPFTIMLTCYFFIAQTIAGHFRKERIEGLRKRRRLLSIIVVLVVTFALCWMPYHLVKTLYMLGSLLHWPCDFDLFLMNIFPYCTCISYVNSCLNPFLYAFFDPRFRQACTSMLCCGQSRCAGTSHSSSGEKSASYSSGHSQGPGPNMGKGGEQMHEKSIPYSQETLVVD
GRIN3A LBD mod: modulates the human NR3A ligand-binding domain | Tm shift relative to glycine control, % at 25 µM | AID 1259313 | NR3A LBD differential scanning fluorimetry, Tm shift; 0% = protein alone, 100% = glycine-bound protein | 340,000 tested, 2.5% active;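 active = melting temperature shift of at least 10% of the positive control shift, at one fixed dose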
tim10-1 inh: inhibits growth of tim10-1 mutant yeast | S. cerevisiae tim10-1 ts strain growth, BacTiter-Glo, 24 h | inhibition, % at 20 µM | 330,000 tested, 2.2% active | AID 463190;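 active = inhibition of at least 40%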;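 also: mutant grown at 25 °C; 0% = DMSO wells with yeast and 100% = wells holding no yeast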
APJ ag: agonists of human APJ apelin receptor | CHO-K1 APJ PathHunter beta-arrestin, luminescence; 0% DMSO wells, 100% apelin | 330,000 tested, 0.11% active | activation, % at 20 µM | AID 2520 | P35414;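 active = activation more than six SD over the plate average, tested at 20 µM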;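 also: 0% = DMSO alone and 100% = apelin-13 at 10 nM; some results filed as inactive read as strong as hits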
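Incubation: overnight seeding, 90 min compound at 25 °C, 1 h detection; test system: PathHunter CHO-K1 APJ (AGTRL-1) beta-arrestin reporter cells; amount: 1000 cells/well; doses: one dose, 20 µM compound, 1% DMSO; measured by: beta-gal luminescence; measure: agonist-driven arrestin binding to APJ; benchmarks: negative DMSO alone, positive Apelin-13 at 10 nM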
MPTP block: inhibitors of mitochondrial permeability transition pore | inhibition, % at 10 µM | isolated mouse mitochondria, Ca2+ swelling absorbance, 30 min | 360,000 tested, 1.4% active;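 active = inhibition of 50% or more, scaled per plate between neutral and stimulator controls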;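 also: 0% = DMSO wells given calcium and 100% = 1 mM EGTA wells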
NLRP3 yeast inh: inhibitors of NALP3 inflammasome in yeast | Yeast reconstituted NLRP3/ASC/caspase-1, beta-gal luminescence, 24 h | inhibition, % at 10 µM | 330,000 tested, 0.39% active;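 active = inhibition of 50% or more; inactive = inhibition below 50%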;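 also: plate controls were induced DMSO wells for no effect and uninduced yeast grown without galactose for full effect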
tim23-1 inh: growth inhibitors of tim23-1 mutant yeast | 330,000 tested, 1.3% active | AID 463212 | inhibition, % at 20 µM | S. cerevisiae tim23-1 growth, BacTiter-Glo luminescence, 24 h;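 active = growth inhibition of the mutant yeast at or above 50%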;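 also: temperature-sensitive mutant grown at 25 °C; plate controls were DMSO-treated mutant yeast for no effect and medium wells lacking yeast for full effect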
TIM10 inh: TIM10 yeast growth inhibition. S. cerevisiae TIM10 strain growth, BacTiter-Glo luminescence, 24 h. inhibition, % at 10 µM. 330,000 tested, 1.4% active. AID 463195;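 active = inhibition of 40% or more at the single tested concentration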;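 also: wild-type TIM10 isogenic control strain grown at permissive 25 °C; 0% = DMSO yeast wells and 100% = minimal medium wells without yeast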
MIN6 prolif: MIN6 beta-cell proliferation induction; MIN6 cells proliferation, ATPlite luminescence, 48 h; cells starved in 0.2% serum; 100% = growth in 10% serum; 330,000 tested, 0.29% active; AID 2380; proliferation, % at 10 µM;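 active = compounds whose signal lies at least 3.5 SD above the mean of all wells on their plate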;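 also: 0% = DMSO-treated cells in low-serum medium and 100% = 10% serum control; some compounds called inactive have numbers as strong as hits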
* hit, by the source's call; · = not tested or not shown.

SMILES | APJ antag | GRIN3A LBD mod | tim10-1 inh | APJ ag | MPTP block | NLRP3 yeast inh | tim23-1 inh | TIM10 inh | MIN6 prolif
Cc1cccc(-n2c(SCC(=O)N3CC(=O)Nc4ccccc43)nc3ccccc3c2=O)c1C | 12 | -2 | 21 | -1 | 3.6 | 9 | 14 | 17 | -3
CCC(C)c1ccc(NC(=S)Nc2ccc(OC)c(OC)c2)cc1 (stereo not drawn) | -25 | -1 | 44* | -1 | -0.6 | 20 | 39 | 29 | -6
O=C(CSCc1c(F)cccc1Cl)NCc1ccncc1 | 6 | -1 | 6 | -3 | -0.5 | 1 | 2 | 7 | -2
CCN(CC)CCCNC(=O)c1cc2c(=O)[nH]c3ccc(C)cc3c2s1 | 7 | -1 | 15 | 2 | 0.3 | 11 | -2 | -1 | -5
CCOC(=O)NN=C1c2ccccc2-c2ccccc21 | 13 | 0 | 19 | 1 | 0.7 | -1 | 35 | 11 | 0
CCc1ccc(NC(=O)COC(=O)/C=C/c2c(C)nn(C3CCS(=O)(=O)C3)c2Cl)cc1 (stereo not drawn) | 6 | -2 | 12 | -3 | -2.0 | 12 | 14 | 8 | 0
Cc1cc(C)c2c(=O)cc(C(F)F)oc2c1 | 8 | 0 | -23 | -2 | -1.2 | 9 | -3 | -24 | 0
O=C(Cc1cccs1)Nc1nc(-c2ccccc2)cs1 | -4 | -4 | 22 | 0 | 15 | 21 | 31 | 21 | -3
Cc1cccc(NC(=O)CN2CCN(C(=O)C(C)Oc3ccc(C#N)cc3)CC2)c1C (stereo not drawn) | -5 | -3 | -2 | -2 | -0.7 | 10 | 5 | 9 | -1
O=C(Nc1ccccc1F)c1ccc2nc(N3C(=O)CCC3=O)sc2c1 | -8 | -3 | 16 | -2 | -1.3 | 9 | 17 | 12 | 1
Cc1ccc(S(=O)(=O)N2CCCCC2CCNC(=O)C(=O)NCc2ccco2)cc1 (stereo not drawn) | -23 | 18* | 42* | 1 | -0.4 | 20 | 37 | 1 | -5
CCOC(=O)c1nn(-c2ccccc2)c(=O)cc1OCC(=O)Nc1cccc(OC)c1 | 10 | -1 | -5 | 10 | -0.2 | 7 | 9 | -5 | 1
CCOC(=O)N1CCN(C(=O)c2ccc(NC(=O)c3ccc(C)cc3)cc2)CC1 | -2 | -2 | 44* | 5 | -0.9 | 8 | 38 | 33 | -2
C[C@H](NC(=O)c1nc[nH]c1C(=O)N1CCc2ccccc2C1)C(=O)OCc1ccccc1 | -1 | 0 | 25 | 8 | -1.8 | 8 | 13 | 17 | -6
O=C(c1ccco1)N1CCN(S(=O)(=O)c2cc(Cl)ccc2Cl)CC1 | 1 | 0 | 13 | -1 | 0.3 | 21 | 17 | -10 | -2
COc1ccc(S(=O)(=O)Nc2cccc3c2O[C@H](CN(C)C)[C@@H](C)CN([C@H](C)CO)C3=O)cc1 | 9 | -1 | 15 | 2 | 1.0 | 8 | 9 | 4 | 2
COC(=O)c1cc(S(=O)(=O)N2CCC(C)CC2)cn1C | -15 | 0 | 8 | -1 | 3.2 | 5 | 1 | 7 | -3
CC(NC(=O)Nc1ccc([N+](=O)[O-])cc1)C(c1cccs1)N1CCCC1 (stereo not drawn) | -8 | 1 | 19 | -2 | 20 | 16 | 13 | 22 | 1
CNC(=S)NN(c1ccccc1)c1ccccc1 | -3 | 0 | 18 | -2 | 0.3 | -8 | 1 | 5 | 3
CCOC(=O)C1=C(C)NC(C)=C(C(=O)OCC)C1c1nc2ccccc2[nH]1 | 8 | 0 | 0 | -3 | · | 8 | 9 | -6 | -3
CN(CCCN1CCOCC1)Cc1cn(C)nc1-c1ccccc1F | 11 | -2 | 5 | -2 | 0.4 | -13 | -10 | -3 | -3
Cc1ccc(SCC(=O)N2CCCC2)cc1 | -3 | 0 | 6 | -4 | -1.2 | -6 | 1 | 10 | -1
COc1cc(OC)c(OC)cc1/C=C/c1cc(C(F)(F)F)[nH]c(=O)n1 | -1 | -2 | -10 | -1 | 1.1 | 4 | -6 | -8 | -3
COc1cc(/C=C/C(=O)OCC(=O)N2CCC(C)CC2)ccc1OCC#N | 0 | 3 | -2 | 2 | -1.6 | 10 | 13 | 6 | -1
N#CCCNS(=O)(=O)c1ccc(C(=O)OCC2CCCCC2)cc1 | 1 | -9 | 4 | -1 | 1.3 | 4 | 12 | 11 | 1
CCN(CC(N)=O)S(=O)(=O)c1ccc(F)cc1 | -3 | 0 | -9 | 1 | 1.7 | 17 | 8 | -3 | -2
CC(=O)N1c2ccc(S(=O)(=O)N(C)c3cc(C)ccc3C)cc2CC1C (stereo not drawn) | 10 | 1 | 17 | -1 | -0.8 | 14 | 22 | 9 | 1
CC1CN=C(N(C(=O)Nc2ccccc2)C(C)c2ccccc2)S1 (stereo not drawn) | 5 | 2 | -12 | 1 | 4.3 | 12 | -5 | 4 | -1
O=C(CSc1nnc(CNC(=O)c2ccccc2)o1)c1ccc(Cl)cc1 | -4 | -2 | 15 | 3 | 0.4 | 12 | 24 | 0 | -1
COc1ccc(C2=CC(=O)C[C@H](c3ccc(F)cc3)C2)cc1F | 11 | -1 | 19 | -5 | 0.2 | 16 | 45 | 9 | -1
O=C(c1cccc(Cl)c1)N1CCN(C(=O)c2ccccc2F)CC1 | 4 | 5 | 2 | 0 | -2.8 | -9 | -8 | -7 | 0
O=C(NCc1ccc(Cl)cc1)C1CCN(c2cnccn2)CC1 | -15 | 1 | -9 | -2 | 0.3 | 6 | 9 | 2 | 0
COc1cc(NC(=O)Cc2ccc(Cl)cc2)ccc1NC(=O)c1ccco1 | 18 | -11 | 17 | 0 | 2.8 | 15 | 14 | 16 | 2
CC1CCCCC1NC(=O)COC(=O)Cc1ccc(Br)cc1 (stereo not drawn) | 13 | -1 | -2 | -3 | -2.2 | 14 | 10 | -2 | -1
Cc1ccc(NC(=O)N2CCc3ccccc3C2)cc1C | 11 | 0 | 4 | -2 | 0.7 | 43 | 27 | 2 | -5
c1ccc(-n2ncc3c2ncn2cnnc32)cc1 | 10 | -1 | 8 | -4 | -0.4 | 1 | 11 | -1 | -2
Cc1ccc(C(C(=O)NCc2ccco2)N(CC2CCCO2)C(=O)Cn2nnc3ccccc32)cc1 (stereo not drawn) | 6 | -2 | 6 | -7 | -1.1 | -3 | 6 | -5 | -1
O=C(OCc1nnc(-c2ccc([N+](=O)[O-])cc2)o1)c1ccc(F)c(S(=O)(=O)N2CCOCC2)c1 | -104 | 0 | 33 | 16 | -0.7 | 7 | 3 | 6 | -1
Cc1ccc(O)c(C(CC(=O)N2CCCC2)c2ccccc2)c1 (stereo not drawn) | -2 | -6 | 22 | -3 | -2.0 | -20 | 28 | 7 | 3
O=C(O)CCC(=O)N1c2ccccc2NC2=C(C(=O)CC(c3ccc(F)cc3)C2)C1c1ccc([N+](=O)[O-])o1 (stereo not drawn) | -43 | 2 | 25 | 4 | -1.7 | 10 | 19 | -9 | -2
CN1C(=O)C2(NCCc3c2[nH]c2ccccc32)c2ccccc21 (stereo not drawn) | -9 | -1 | 4 | -3 | -14 | 7 | 3 | -7 | -3
CCC/C(O)=C1\C(=O)CC(C)(C)CC1=Nc1ccccc1OC | 9 | 0 | 29 | -6 | 0.0 | -8 | 33 | 19 | 3
O=C(NC1CC1)C1CC(=O)N(c2ccc(F)cc2)C1 (stereo not drawn) | -1 | 1 | 4 | 2 | -0.5 | -7 | 3 | 15 | -1
COC(=O)C(C(=O)OC)c1ccc(N)cc1 | 16 | -1 | 9 | -4 | 2.1 | 0 | -13 | 10 | -1
Cc1[nH]c(C)c(S(=O)(=O)N(C)Cc2ccccc2)c1C(=O)N1CCCC1 | -11 | -1 | 0 | -3 | 0.4 | 5 | 17 | 2 | -1
O=[N+]([O-])c1c(Nc2ccc(O)cc2)cc(N2CCOCC2)c2nonc12 | 5 | -3 | 2 | 0 | 2.8 | 3 | -10 | 8 | 0
COC(=O)c1ccc(-n2c(CCC(=O)O)ccc2-c2ccc(C)cc2)cc1 | 18 | -2 | 23 | -3 | -0.3 | 4 | 21 | 15 | -1
CC(SC(=S)N1CCOCC1)C(=O)O (stereo not drawn) | -6 | 1 | -6 | -4 | 2.7 | 22 | 4 | -12 | -3
Cc1ccc(C(CC(=O)O)NC(=O)CCNC(=O)c2ccco2)cc1 (stereo not drawn) | 14 | 0 | 14 | 11 | -0.2 | 31 | 13 | 1 | 1
COc1ccc2ccccc2c1CNC(=O)CC1C(=O)NCCN1CC(C)C (stereo not drawn) | -27 | -1 | 12 | 0 | 1.3 | 1 | 31 | 5 | 0
COc1cccc(C(=O)Nc2cccc(-c3nnc(-c4ccccc4)o3)c2)c1 | -8 | 7 | -6 | -1 | 12 | 23 | 9 | -2 | -5
N=c1ccn2c(n1)OC1C(O)C(CO)OC12 (stereo not drawn) | -25 | 5 | 0 | -1 | 4.0 | 0 | -2 | -25 | -4
COc1ccc(N2C(=O)C3CCCN3C2c2ccccc2)cc1Cl (stereo not drawn) | 18 | 0 | -7 | 1 | -1.8 | 5 | 8 | 4 | -2

Grouped by structure: those above containing a Cl atom.
SMILES | APJ antag | GRIN3A LBD mod | tim10-1 inh | APJ ag | MPTP block | NLRP3 yeast inh | tim23-1 inh | TIM10 inh | MIN6 prolif
O=C(CSCc1c(F)cccc1Cl)NCc1ccncc1 | 6 | -1 | 6 | -3 | -0.5 | 1 | 2 | 7 | -2
CCc1ccc(NC(=O)COC(=O)/C=C/c2c(C)nn(C3CCS(=O)(=O)C3)c2Cl)cc1 (stereo not drawn) | 6 | -2 | 12 | -3 | -2.0 | 12 | 14 | 8 | 0
O=C(c1ccco1)N1CCN(S(=O)(=O)c2cc(Cl)ccc2Cl)CC1 | 1 | 0 | 13 | -1 | 0.3 | 21 | 17 | -10 | -2
O=C(CSc1nnc(CNC(=O)c2ccccc2)o1)c1ccc(Cl)cc1 | -4 | -2 | 15 | 3 | 0.4 | 12 | 24 | 0 | -1
O=C(c1cccc(Cl)c1)N1CCN(C(=O)c2ccccc2F)CC1 | 4 | 5 | 2 | 0 | -2.8 | -9 | -8 | -7 | 0
O=C(NCc1ccc(Cl)cc1)C1CCN(c2cnccn2)CC1 | -15 | 1 | -9 | -2 | 0.3 | 6 | 9 | 2 | 0
COc1cc(NC(=O)Cc2ccc(Cl)cc2)ccc1NC(=O)c1ccco1 | 18 | -11 | 17 | 0 | 2.8 | 15 | 14 | 16 | 2
COc1ccc(N2C(=O)C3CCCN3C2c2ccccc2)cc1Cl (stereo not drawn) | 18 | 0 | -7 | 1 | -1.8 | 5 | 8 | 4 | -2
